Screens: PubChem BioAssay, several laboratories
GALR2 antag – blocks the human galanin receptor 2; O43603; GALR2-expressing cells, antagonist mode; inhibition, % at 4 µM; 140,000 tested, 0.39% active; in the data active = inhibition above about 27%;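 note: cells stimulated with galanin 1-16 at roughly its EC80; 0% = agonist challenge control and 100% = basal control without agonist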
Target sequence (O43603 whole entry, looked up): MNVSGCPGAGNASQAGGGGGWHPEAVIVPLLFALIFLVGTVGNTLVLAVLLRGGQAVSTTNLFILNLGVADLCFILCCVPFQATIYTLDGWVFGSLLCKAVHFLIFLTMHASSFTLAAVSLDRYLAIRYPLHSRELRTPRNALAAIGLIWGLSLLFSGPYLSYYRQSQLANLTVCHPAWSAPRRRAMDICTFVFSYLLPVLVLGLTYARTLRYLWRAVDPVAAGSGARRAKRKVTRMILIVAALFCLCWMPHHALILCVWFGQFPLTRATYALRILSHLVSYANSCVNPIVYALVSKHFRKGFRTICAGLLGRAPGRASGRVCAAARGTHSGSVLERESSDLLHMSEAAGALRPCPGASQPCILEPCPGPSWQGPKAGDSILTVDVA
Phagocyt inh – macrophage phagocytosis inhibition. J774A.1 macrophage IgG-bead phagocytosis, imaging. inhibition, % at 5 µM. 110,000 tested, 0.07% active. AID 1029;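 active = inhibition above the mean of the plate negative controls plus 5 SD, cut at about 13% in these data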;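 note: phagocytic index as fraction of beads internalized from green versus red external bead signal; plate controls were DMSO negative control for no effect and cytochalasin-D positive control for full effect; some results beyond the cut were filed as inactive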
bCat KO growth – beta-catenin-lacking colon tumor cell growth suppression. AID 818. HCT116 beta-catenin knockout viability, CellTiter-Glo, 60 h; active compounds read low. 140,000 tested, 1.5% active. viability, % at 10 µM;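 active = viability at or under a set limit, the compound median less 4 SD, cut at about 6% in these data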;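 note: 0% = Hyamine 1622 control at 20 µM and 100% = untreated cell control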
NPY-Y2 antag – blocks the human neuropeptide Y Y2 receptor. P49146. NPY-Y2 expressing cells, antagonist mode. inhibition, % at 2.7 µM. 140,000 tested, 0.99% active; in the data active = inhibition above about 17%;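 note: 0% = vehicle with agonist challenge and 100% = reference antagonist with challenge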
Target sequence (P49146 whole entry, looked up): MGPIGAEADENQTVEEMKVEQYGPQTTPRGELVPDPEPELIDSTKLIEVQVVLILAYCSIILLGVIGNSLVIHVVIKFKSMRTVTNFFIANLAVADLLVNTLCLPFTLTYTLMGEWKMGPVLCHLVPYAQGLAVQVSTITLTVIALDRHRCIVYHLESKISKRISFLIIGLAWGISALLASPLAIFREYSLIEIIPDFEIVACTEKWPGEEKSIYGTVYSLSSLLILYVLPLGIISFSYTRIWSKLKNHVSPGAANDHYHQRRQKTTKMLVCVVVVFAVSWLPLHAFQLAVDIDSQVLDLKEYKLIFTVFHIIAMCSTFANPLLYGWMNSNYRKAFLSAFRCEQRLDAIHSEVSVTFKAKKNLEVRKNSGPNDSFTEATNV
HCT116 PTEN-null – growth suppressors of cells with PTEN tumor suppressor deletion; 140,000 tested, 1.2% active; AID 827; viability, % at 10 µM; HCT116 PTEN-null viability, CellTiter-Glo, 60 h; active compounds read low;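 active = viability at or below a set limit, 4 SD under the median of all tested compounds, cut at about 3.7% in these data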;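 note: PTEN knockout HCT116 line with beta catenin targeted HCT116 as companion control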
Yeast lifespan up – yeast lifespan extension. S. cerevisiae growth with nicotinamide, OD615; deaD strain in restrictive glucose medium. inhibition of the nicotinamide effect, % at 10 µM. 130,000 tested, 0.68% active. AID 775;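 active = inhibition above a set limit, placed 3 SD over the median of all compounds, cut at about 26% in these data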;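 note: 0% = nicotinamide-treated wells and 100% = cells grown without nicotinamide; some compounds called inactive have numbers as strong as hits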
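Assay system: DeaD-strain S. cerevisiae. Medium: CSMM-D glucose medium, restrictive. Reagent: nicotinamide, 1.5 mM, co-present with compound. Compound: 10 µM single point, 0.25% DMSO. Schedule: culture preincubation 4 h, compound exposure 48 h, both 30 °C. Detection: absorbance at 615 nm.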
BB579 growth dn – yeast BB579 growth reduction in restrictive medium. inhibition, % at 10 µM. AID 804. 140,000 tested, 0.51% active. S. cerevisiae BB579 growth, OD615, 48 h;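 active = inhibition above a set limit, 3 SD over the mean compound inhibition, cut at about 44% in these data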; note: inactives centre near -24
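Test system: DeaD yeast strain BB579 / Buffer or medium: restrictive glucose-based CSMM-D medium / Doses: single 10 µM dose / Schedule: 4 h cell preincubation, 48 h compound exposure, 30 °C humidified / Technique: culture absorbance at 615 nm / Controls: amphotericin B positive control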
MRP-1 activ – MRP-1 activation. H69AR cells + doxorubicin, viability rescue, CellTiter-Glo. viability increase, % at 10 µM. 140,000 tested, 0.61% active;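 active = viability gain under doxorubicin at or above a set limit, the compound median plus 3 SD, cut at about 4.7% in these data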;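 note: MRP-1 overexpressing cells given doxorubicin 25 µM after compound pretreatment; 18-22 h compound pretreatment then 72 h with doxorubicin before readout; 0% = doxorubicin-only wells and 100% = vehicle-treated cells without doxorubicin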
Measles CPE – protection of cells from measles virus; Measles virus-infected cells, CPE protection, absorbance; protection (pct of control), % at 4 µM; 140,000 tested, 1.5% active; AID 841; in the data active = protection mostly above about 24%, no sharp cut-off; inactive = mostly below about 26%; note: some compounds called inactive have numbers as strong as hits
E-sel TNF inh – blocks E-selectin expression induced by TNF alpha. HUVEC TNFa-induced E-selectin immunofluorescence, high content. AID 1246. 120,000 tested, 0.71% active. inhibition, % at 2 µM;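 active = inhibition above the batch mean plus 3 SD, and confirmed as a hit on visual image review, cut at about 43% in these data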;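 note: 0% = TNF-stimulated DMSO wells and 100% = unstimulated control wells; not every result past the cut was called active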
Starred values were filed as active, the others as inactive; / = no result given.

SMILES | GALR2 antag | Phagocyt inh | bCat KO growth | NPY-Y2 antag | HCT116 PTEN-null | Yeast lifespan up | BB579 growth dn | MRP-1 activ | Measles CPE | E-sel TNF inh
COc1ccc(OC)c(C2N(c3ccc(Cl)cc3)C(=O)C3CCCN32)c1 (stereo unspecified) | -4 | -2 | 67 | -2 | 68 | -1 | -34 | -4.1 | 3 | /
CCOC(=O)C1C(c2cccs2)NC(=O)N(C)C1(O)C(F)(F)F (stereo unspecified) | 8 | / | 89 | 1 | 98 | 63 | -19 | 1.5 | 10 | 8
O=C(CN(CCc1ccccc1)C(=O)Cn1nnc(-c2cccs2)n1)NCc1ccco1 | -4 | 0 | 80 | 7 | 94 | -2 | -77 | -1.4 | 20 | -32
CCC1SC2=NC(C)=C(C(=O)OCCOC)C(/C=C/c3ccccc3OC)N2C1=O (stereo unspecified) | -10 | / | 90 | 6 | 84 | 2 | -53 | 4.3 | 54* | 8
Cc1ccc(-n2ncc3c(=O)n(CC(=O)N4CCCc5ccccc54)cnc32)cc1C | -16 | / | 63 | 2 | 61 | / | -3 | -0.9 | 6 | 4
CCOCc1cnc(C)nc1NCC(=O)c1c(C)[nH]c2cc(C)ccc12 | -1 | 2 | 89 | 0 | 73 | 0 | -81 | -1.2 | 12 | /
COCCOC(=O)C1=C(C)NC(SCC(=O)NC(C)(C)C)=C(C#N)C1c1ccco1 (stereo unspecified) | -9 | 0 | 73 | 2 | 66 | -10 | 5 | -3.5 | 5 | /
Cc1ccc(-c2nnn(CC(=O)NC3CCN(Cc4ccccc4)CC3)n2)cc1 | 9 | / | 92 | 3 | 85 | / | -23 | -0.6 | 4 | -8
CCCC/C(C)=N/NC(=O)c1cn(-c2ccccc2)nc1-c1ccccc1 | -5 | -5 | 87 | 0 | 88 | 6 | -20 | 0.3 | 9 | 15
COC(=O)/C(=C(/F)SCC(C)=O)C(F)(F)F | -17 | 1 | 81 | 2 | 83 | 5 | -47 | -0.4 | 4 | -3
CC1(C)Cc2c(sc3nc4n(c(=N)c23)CCC4)CO1 | 2 | -2 | 97 | -1 | 106 | 7 | -18 | -0.5 | 8 | -14
CCCCCC(=O)N=Nc1c(O)[nH]c2ccc([N+](=O)[O-])cc12 | 7 | -12 | 92 | 4 | 97 | 0 | -53 | 1.5 | 10 | /

Measles CPE, hit marks shown above
structure	GALR2 antag	Phagocyt inh	NPY-Y2 antag	Yeast lifespan up	BB579 growth dn	Measles CPE	E-sel TNF inh
CCC1SC2=NC(C)=C(C(=O)OCCOC)C(/C=C/c3ccccc3OC)N2C1=O (stereo unspecified)	-10	/	6	2	-53	54*	8

Following part:
SMILES | GALR2 antag | Phagocyt inh | bCat KO growth | NPY-Y2 antag | HCT116 PTEN-null | Yeast lifespan up | BB579 growth dn | MRP-1 activ | Measles CPE | E-sel TNF inh
Cc1ccc(/C(=N\O)c2oc3c(C)c4oc(=O)cc(C)c4cc3c2C)cc1 | -1 | / | 2.0* | 7 | 2.6* | / | -36 | -6.8 | 4 | -13
Cc1ccc(CSc2ccc(-c3ccco3)nn2)cc1 | 6 | -5 | 93 | 5 | 95 | -4 | -30 | 3.7 | 11 | -17
O=C(Cn1c(-c2cscn2)nc2ccccc21)Nc1ccc(Cl)cc1 | 6 | / | 64 | -1 | 64 | / | -7 | -1.5 | 4 | 2
Cc1ccc2cc(CN(CCCO)S(=O)(=O)c3cccc4nsnc34)c(=O)[nH]c2c1C | -9 | -1 | 89 | 5 | 88 | -10 | -20 | -3.5 | 19 | 1
O=C(NC(=S)Nc1ccccc1N1CCCCC1)c1ccco1 | -15 | -8 | 77 | 18* | 84 | -6 | -43 | -1.3 | 20 | 4
CCOc1cc(NC(=O)C2CCCCC2)c(OCC)cc1NC(=O)c1ccco1 | -13 | / | 27 | 2 | 27 | -19 | -43 | -0.8 | 4 | 19
Cc1cc(NC(=O)/C=C/C(=O)N(c2ccccc2C)C(C(=O)NC2CCCC2)c2ccc(F)cc2)no1 (stereo unspecified) | -7 | / | 5.8* | -1 | 6 | -3 | -29 | -5.8 | 3 | -6
CC(C)(C)NC(NC(=O)Cc1ccccc1)C(Cl)(Cl)Cl (stereo unspecified) | -6 | / | 87 | -1 | 87 | -12 | -13 | 5.3* | 41 | -8
COc1ccc(-c2ccc(C#N)c(SCC(=O)Nc3sc4c(c3C#N)CCC4)n2)cc1 | 10 | / | 104 | 2 | 95 | -4 | -38 | -3.9 | 16 | /
Cn1c(NC(=O)c2ccccc2NC(=O)C(C)(C)C)nc2ccccc21 | -9 | 0 | 39 | 6 | 35 | -14 | -16 | -4.4 | 20 | /
O=C(CCn1c(=O)oc2ccccc21)Nc1ccccc1 | -14 | -1 | 97 | -1 | 85 | -7 | -1 | -2.8 | 30 | /
COC(=O)c1ccc(-n2nnnc2SCc2nn[nH]n2)cc1 | 5 | -2 | 109 | -1 | 111 | -11 | 10 | 0.6 | 7 | -12
CCOC(=O)c1[nH]c(C)c(C(=O)N2CCOCC2)c1C | 4 | -1 | 96 | -3 | 95 | 0 | -12 | -0.1 | 30 | 5
Cc1ccc2nc(-c3ccc(NC(=O)CCS(=O)(=O)c4ccccc4)cc3)sc2c1 | -11 | 2 | 65 | -2 | 71 | 0 | -42 | -0.4 | 16 | /
COc1ccc(Cc2nnc(NC(=O)C3CCCO3)s2)cc1 (stereo unspecified) | 0 | 0 | 98 | 3 | 106 | -7 | 15 | -0.6 | 10 | 6
Cc1cccc(OCC(O)Cn2c(=N)n(CCN3CCOCC3)c3ccccc32)c1 (stereo unspecified) | -11 | 0 | 66 | 20* | 62 | -5 | 25 | -4.2 | 6 | 5
CCOc1ccc(C(=O)Nc2ccc(NC(=O)c3ccco3)c(Cl)c2)cc1Br | -4 | / | 70 | -1 | 53 | -20 | 35 | -2.5 | 17 | /
Cc1ccc(S(=O)(=O)N(CC(=O)O)Cc2ccccc2F)cc1 | 5 | 1 | 93 | 6 | 108 | 4 | -27 | 0.4 | 9 | -37
CC(=O)Nc1ccc(NC(=O)CN(c2ccc(C34CC5CC(CC(C5)C3)C4)cc2)S(C)(=O)=O)cc1 | -10 | 0 | 11 | 2 | 32 | -7 | -10 | -4.9 | 1 | -47
Cc1[nH]nc(N=CC2=C(O)CC(C)(C)CC2=O)c1-c1ccccc1 | 2 | -1 | 89 | 1 | 90 | -21 | -35 | 0.4 | 20 | -5
Cc1occc1-c1nnc(SCC(=O)Nc2ccccc2)n1C(C)c1ccccc1 (stereo unspecified) | 5 | 0 | 89 | 1 | 75 | -13 | -49 | 1.1 | 24 | -60
O=C(CSc1nc2ccccc2s1)NCCCN1CCOCC1 | 6 | 0 | 89 | 8 | 87 | -7 | 10 | -1.1 | 8 | 4
COc1ccccc1Nc1nnc(SCc2nnc(-c3cc(OC)c(OC)c(OC)c3)o2)s1 | -4 | -4 | 92 | 0 | 84 | 0 | -12 | -3.6 | 25 | 12
CCOC(=O)C1CCN(c2c(NCc3ccc(C(=O)NCCC(C)C)cc3)c(=O)c2=O)CC1 | -7 | / | 95 | 7 | 100 | -11 | -29 | -0.9 | 19 | /
Cc1cc(C)nc(NC(=O)c2ccc(C)c([N+](=O)[O-])c2)n1 | -2 | 0 | 90 | 1 | 96 | -18 | -72 | -0.6 | 7 | -68
CCOC(=O)Nc1ccc2c(c1)N(C(=O)CN1CCN(C)CC1)c1ccccc1S2 | 1 | -1 | 95 | 2 | 77 | 4 | 24 | -2.6 | 9 | -10
C=CCSc1nncn1/N=C/c1ccc(OC)cc1 | -2 | -1 | 110 | 2 | 99 | -26 | -7 | -1.4 | 5 | -24
Cc1cc(OCCCn2ccnc2)ccc1C(C)C | -1 | / | 83 | 4 | 95 | 8 | -10 | -0.5 | 4 | -23
Nc1ccc(CC2SC(=O)NC2=O)cc1 (stereo unspecified) | -3 | -1 | 108 | 5 | 94 | -1 | 6 | 9.4* | 20 | 8
CCOC(=O)N1CCN(S(=O)(=O)c2ccc3[nH]c(=O)sc3c2)CC1 | 10 | 0 | 86 | 2 | 91 | -3 | -41 | -4.4 | 6 | -20
CCN(CC)C(=O)C1=C(C)NC(=O)NC1c1c(F)cccc1Cl (stereo unspecified) | -9 | -1 | 106 | 0 | 106 | -7 | -38 | 0.1 | 14 | -25
CCS(=O)(=O)N1CCC(C(=O)NCc2ccco2)CC1 | -3 | / | 96 | 0 | 88 | -3 | -10 | 0.2 | 9 | 10
COC(=O)c1ccc(CSc2nc3c(cnn3-c3ccc(C)cc3)c(=O)[nH]2)o1 | 6 | / | 97 | 10 | 86 | / | -20 | -7.3 | 19 | 1
COc1ccc(/C=C/C(=O)c2ccoc2)cc1 | 11 | / | 16 | 6 | 18 | -14 | -40 | -6.4 | 4 | 2
CC1CCN(C2CCN(S(=O)(=O)c3ccc(F)cc3)CC2)CC1 | 2 | / | 78 | 2 | 84 | -5 | -27 | -0.4 | 1 | 6
O=C(OCn1ncc(Cl)c(Cl)c1=O)c1ccc(F)cc1 | 91* | / | 0.8* | 8 | 0.5* | 7 | 45* | -7.7 | 3 | 100*
Cc1ccc2cccc(NC(=S)NC(=O)c3ccnn3C)c2n1 | 7 | / | 55 | 5 | 58 | / | -4 | -5.7 | 6 | 5
CC(C)(C)n1nc2c(c1NC(=O)CCCc1ccccc1)CS(=O)C2 (stereo unspecified) | -7 | 0 | 96 | 0 | 94 | -4 | -19 | -1.0 | 2 | /
CC12C(=O)N(c3ccccn3)C(=O)C1C1C=CC2C1 (stereo unspecified) | -20 | 0 | 104 | 5 | 104 | -4 | -25 | 0.1 | 7 | 20
CCc1c(O)cc2n(c1=O)-c1ccccc1C2(C)C | 3 | / | 96 | -2 | 103 | / | -41 | 0.5 | 3 | -28
C#CC[N+]1(CC#Cc2ccc(C)cc2)CCCCC1 | 8 | -13 | 94 | 3 | 84 | 2 | -18 | 0.1 | 29 | /
COc1ccc2c(c1)cc1n2CCN=C1NCCO | -14 | -1 | 86 | 4 | 97 | -4 | -21 | -3.5 | 15 | 16
CCCCCc1nc2c(C#N)c(-c3ccc(Cl)cc3)ccn2n1 | 3 | / | 81 | 5 | 75 | -1 | -14 | -4.7 | 7 | 13
C1CCCCCC2(CCCCC1)OCC(CN1CCOCC1)O2 (stereo unspecified) | -7 | -7 | 87 | 2 | 94 | 5 | -14 | 4.6 | 14 | 4
Cc1ccc(SCCC(=O)Nc2ccccc2C(=O)NC(C)C)cc1 | -9 | -8 | 96 | 2 | 89 | -1 | -25 | -0.9 | 9 | 67*
COc1ccc(CNC(=O)/C=C/C(=O)O)cc1OC | -4 | 1 | 97 | -1 | 98 | 6 | -13 | -1.8 | 1 | /
COc1ccc(OC)c(NC(=O)C2CCCN(S(=O)(=O)c3c(C)noc3C)C2)c1 (stereo unspecified) | 11 | -3 | 95 | 0 | 88 | -1 | -10 | -2.5 | 7 | /
O=C(CSc1nnnn1-c1ccc(O)cc1)Nc1cccc(S(=O)(=O)N2CCCC2)c1 | -12 | / | 77 | 3 | 80 | -6 | -16 | -3.8 | 7 | -6
